ASAP1 GAP inh: blocks human ASAP1-stimulated Arf1 GTP hydrolysis; AID 624377; Q9ULH1; hit rate 0.19% among 360,000; GDP FP detection; inhibition, % at 16.5 µM; in the data active means inhibition above about 25%;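 further: 0% = vehicle with enzyme and substrate and 100% = no enzyme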
ARFGAP1 inhibitor: inhibits rat ARF GTPase activating protein 1 | AID 651572 | inhibition, % at 16.5 µM | hit rate 0.26% among 360,000 | Q62848 | Arfgap1-stimulated ARF1 GTP hydrolysis, GDP FP detection;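 active means inhibition above a per-plate limit, mean inhibition of low control wells plus 3 SD, cut at about 25% in these data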;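 further: 0% = DMSO wells with enzyme and 100% = wells lacking Arfgap1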
Target sequence (Q62848 1-136 limits assumed): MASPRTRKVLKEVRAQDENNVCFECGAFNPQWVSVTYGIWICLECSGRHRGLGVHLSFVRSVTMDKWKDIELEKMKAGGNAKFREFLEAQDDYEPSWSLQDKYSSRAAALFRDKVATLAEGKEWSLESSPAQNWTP
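Repeats: one replicate per compound; assay system: rat Arfgap1 catalytic domain, aa 1-136; times: enzyme reaction 120 min at 25 °C after 20 min preincubation; detection: FP of antibody-bound GDP Alexa 633 tracer, ex 620/em 688 nm; benchmarks: high control wells lacking Arfgap1, low control full reaction with DMSO; reagent: human ARF1(Δ1-17)-GTP substrate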
Tn6 DDE FP: inhibitors of Tn6 peptide binding to human fibrin DD(E) | Fibrin DD(E) TRITC-Tn6 fluorescence polarization displacement | P02675 | hit rate 0.21% among 370,000 | inhibition, % at 8.3 µM;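 active means inhibition above a per-campaign cutoff: mean of compounds within control limits plus 3 SD, cut at about 15% in these data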;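 further: 0% = median of all compound wells on the plate and 100% = blocking peptide control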
Target sequence (P02675 whole entry, looked up): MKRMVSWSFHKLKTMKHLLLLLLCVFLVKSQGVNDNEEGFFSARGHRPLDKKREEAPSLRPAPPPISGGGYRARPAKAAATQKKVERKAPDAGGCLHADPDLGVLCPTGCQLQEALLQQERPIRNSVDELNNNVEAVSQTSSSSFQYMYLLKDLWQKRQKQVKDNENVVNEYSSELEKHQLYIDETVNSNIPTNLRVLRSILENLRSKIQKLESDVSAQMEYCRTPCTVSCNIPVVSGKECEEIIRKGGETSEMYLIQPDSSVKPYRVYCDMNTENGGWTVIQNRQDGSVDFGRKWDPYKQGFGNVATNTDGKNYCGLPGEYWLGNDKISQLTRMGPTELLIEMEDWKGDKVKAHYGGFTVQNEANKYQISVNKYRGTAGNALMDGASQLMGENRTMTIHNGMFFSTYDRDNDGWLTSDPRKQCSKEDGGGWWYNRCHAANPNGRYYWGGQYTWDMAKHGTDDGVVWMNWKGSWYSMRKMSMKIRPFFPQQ
rCAG binder: molecules binding r(CAG) RNA repeats; r(CAG) RNA repeat, TO-PRO-1 dye displacement fluorescence; inhibition, % at 3 µM; hit rate 1.3% among 370,000; AID 651821;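 active means inhibition above the plate cutoff, the mean of all test compounds on that plate plus 3 SD, cut at about 35% in these data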;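 further: 0% = DMSO alone and 100% = 100 µM mitoxantrone as full dye displacement; higher means more dye released from RNA so lower well fluorescence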
GC-A act: GC-A (human) enzyme activation; P16066; activation, % at 10 µM; hit rate 0.14% among 370,000; HEK293 GC-A cells, cGMP TR-FRET, EC30 ANP; 0% at EC30 ANP, 100% saturating ANP; AID 1671463; in the data active means activation above about 40%
FXN GAA850 act: frataxin GAA850 promoter activation; activation, % at 6 µM; HEK293 lucGAA850 FXN promoter luciferase reporter, 24 h; percent of 10 µM SAHA response; AID 540364; hit rate 0.56% among 360,000;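 active means activation above the average of all compounds screened plus 3 SD, cutoff fixed separately per campaign, cut at about 7.5% in these data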;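 further: 0% = DMSO wells and 100% = 10 µM SAHA wells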
proKLK7 act: proKLK7 (human) activation, primary screen; P49862; purified proKLK7, EDANS-DABCYL substrate fluorescence; 100% is mature enzyme control, 0% vehicle; activation, % at 7 µM; hit rate 0.9% among 370,000;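 active means activation above the mean of all tested compounds plus 3 SD, computed per campaign excluding outliers beyond control limits, cut at about 13% in these data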
Target sequence (P49862 whole entry, looked up): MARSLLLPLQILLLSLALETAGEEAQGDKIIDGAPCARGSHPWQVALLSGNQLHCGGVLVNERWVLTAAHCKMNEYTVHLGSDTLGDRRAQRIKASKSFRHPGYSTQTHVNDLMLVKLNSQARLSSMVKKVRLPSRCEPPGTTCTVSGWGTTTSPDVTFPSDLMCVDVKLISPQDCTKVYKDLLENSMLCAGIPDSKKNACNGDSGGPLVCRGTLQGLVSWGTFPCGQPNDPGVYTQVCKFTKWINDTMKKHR
HGIII-sPLA2 inh: Blocks human group III sPLA2 activity. hit rate 0.56% among 370,000. inhibition, % at 12.2 µM. QFRET BODIPY PC-A2 liposome hydrolysis, fluorescence. Q9NZ20;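 active means inhibition above mean plus 3 SD of compounds lying within the high and low control bounds, cut at about 19% in these data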;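 further: 0% = median of test compound wells and 100% = no enzyme DMSO wells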
GC-B act: GC-B (human) receptor activation; P20594; HEK293-GC-B cells, CNP EC30, cGMP TR-FRET; 0% at EC30 CNP, 100% saturating CNP; hit rate 0.11% among 370,000; activation, % at 10 µM;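 active means activation at 10 µM reaching about 35% in either raw or pattern-adjusted values, limit read from the data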
ADAM10 inh: ADAM10 inhibition, QFRET primary screen. recombinant ADAM10, EDANS/DABCYL FRET peptide cleavage, 3 h. inhibition, % at 7 µM. hit rate 0.62% among 370,000. AID 720582;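 active means inhibition above a per-campaign cutoff equal to the mean of compounds falling between control-based bounds plus 3 SD, cut at about 20% in these data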;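 further: 0% = DMSO wells while the 100% control is not disclosed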
Starred values were filed as active, the others as inactive.

`CC[C@]12CCN(CC3(O)CC3)C(Cc3ccc(O)cc31)C2(C)C` gave ASAP1 GAP inh 10, ARFGAP1 inhibitor 10, Tn6 DDE FP -4, rCAG binder 3, GC-A act -3, proKLK7 act 0.1, HGIII-sPLA2 inh -5, GC-B act -5 and ADAM10 inh -6.
For CN1CCC(N2CC3CC(C2)c2cccc(=O)n2C3)CC1 (configuration not stated) the results were ASAP1 GAP inh 5, ARFGAP1 inhibitor 12, Tn6 DDE FP 0, rCAG binder -2, GC-A act 4, FXN GAA850 act -2.6, proKLK7 act -0.2, HGIII-sPLA2 inh 4, GC-B act 5 and ADAM10 inh -3.
`CN1CCN(c2cccc3c2C(=O)c2ccccc2C3=O)CC1` gave ASAP1 GAP inh 15, ARFGAP1 inhibitor 11, Tn6 DDE FP -7, rCAG binder -8, GC-A act -3, FXN GAA850 act -4.6, proKLK7 act -0.2, HGIII-sPLA2 inh 18, GC-B act -14 and ADAM10 inh 2.
For Cc1ccccc1C1=NCC(=S)Nc2ccc(Cl)cc21 the results were ASAP1 GAP inh 10, ARFGAP1 inhibitor 3, Tn6 DDE FP -1, rCAG binder -1, GC-A act -7, FXN GAA850 act -0.1, proKLK7 act 0.2, HGIII-sPLA2 inh 1, GC-B act -6 and ADAM10 inh 4.
Screening COC(=O)Cn1cc(C(=O)c2ccccc2F)c2ccccc21 returned ASAP1 GAP inh 5, ARFGAP1 inhibitor 7, Tn6 DDE FP 1, rCAG binder -2, GC-A act -1, FXN GAA850 act -0.7, proKLK7 act -0.4, HGIII-sPLA2 inh 1, GC-B act 5 and ADAM10 inh -11.
Screening C=CCn1c(=O)c(C=Nc2c(OC)cccc2[N+](=O)[O-])c(O)n(CCCC)c1=O returned ASAP1 GAP inh 4, ARFGAP1 inhibitor -8, Tn6 DDE FP 3, rCAG binder 8, GC-A act 12, FXN GAA850 act 1.7, proKLK7 act 0.5, HGIII-sPLA2 inh -2, GC-B act 5 and ADAM10 inh -1.
NCCc1c[nH]c2ccccc12 was read as ASAP1 GAP inh 6, ARFGAP1 inhibitor -9, Tn6 DDE FP 1, rCAG binder 6, GC-A act -1, FXN GAA850 act -0.9, proKLK7 act -0.4, HGIII-sPLA2 inh -11, GC-B act 1 and ADAM10 inh -16.
`COc1cc(Cn2c(N)c(C(=O)NCc3ccco3)c3nc4ccccc4nc32)cc(OC)c1OC` gave ASAP1 GAP inh -13, ARFGAP1 inhibitor -5, Tn6 DDE FP 2, rCAG binder 1, GC-A act -3, FXN GAA850 act -1.5, proKLK7 act -1.8, HGIII-sPLA2 inh 6, GC-B act 2 and ADAM10 inh -55.
`CCN(C)C(C)Cc1cccc(C(F)(F)F)c1` (configuration not stated) gave ASAP1 GAP inh -6, ARFGAP1 inhibitor 13, Tn6 DDE FP -4, rCAG binder 2, GC-A act 3, proKLK7 act -1.1, HGIII-sPLA2 inh 4, GC-B act -1 and ADAM10 inh -4.
Screening COC(=O)C1C(O)CC2CCC1N2C (configuration not stated) returned ASAP1 GAP inh 0, ARFGAP1 inhibitor -5, Tn6 DDE FP -1, rCAG binder 4, GC-A act 5, FXN GAA850 act 1.7, proKLK7 act -0.6, HGIII-sPLA2 inh 4, GC-B act 0 and ADAM10 inh -15.
`CC(=O)OC(C)(C)/C=C/C(=O)C(C)(O)C1[C@H](O)C[C@@]2(C)C3CC=C4C(CC[C@@H](O)C4(C)C)[C@]3(CO)C(=O)C[C@]12C` (some centres not stated) gave ASAP1 GAP inh 3, ARFGAP1 inhibitor -1, Tn6 DDE FP 0, rCAG binder -1, GC-A act -50, FXN GAA850 act -13, proKLK7 act 0.5, HGIII-sPLA2 inh 2, GC-B act -15 and ADAM10 inh 1.
CN1CCC2(CC1)c1ccccc1-c1ccccc12 was read as ASAP1 GAP inh -22, ARFGAP1 inhibitor -10, Tn6 DDE FP 2, rCAG binder 2, GC-A act -1, FXN GAA850 act -0.7, proKLK7 act 0.4, HGIII-sPLA2 inh -19, GC-B act 0 and ADAM10 inh -6.
Nc1cccc(N=Cc2c(O)n(Cc3ccc(F)cc3)c(=O)[nH]c2=O)c1 was read as ASAP1 GAP inh -6, ARFGAP1 inhibitor -13, Tn6 DDE FP -8, rCAG binder 13, GC-A act 8, FXN GAA850 act 1.3, proKLK7 act -0.7, HGIII-sPLA2 inh -1, GC-B act 3 and ADAM10 inh -21.
For O=C1NC(=O)C(=Cc2ccc(N3CCOCC3)o2)C(=O)N1 the results were ASAP1 GAP inh -5, ARFGAP1 inhibitor -9, Tn6 DDE FP -5, rCAG binder -78, GC-A act -4, FXN GAA850 act 2.9, proKLK7 act 0.3, HGIII-sPLA2 inh -12, GC-B act -2 and ADAM10 inh -9.
Screening COc1ccc(C2=NCC(=S)Nc3ccc(Cl)cc32)cc1OC returned ASAP1 GAP inh 6, ARFGAP1 inhibitor 10, Tn6 DDE FP 0, rCAG binder -1, GC-A act 0, FXN GAA850 act 3.2, proKLK7 act -0.5, HGIII-sPLA2 inh 15, GC-B act 2 and ADAM10 inh 1.
Cc1cc(N2CCNC[C@@H]2C)ccc1N1CCN[C@@H](C)C1 was read as ASAP1 GAP inh -5, ARFGAP1 inhibitor -8, Tn6 DDE FP 9, rCAG binder 2, GC-A act 2, proKLK7 act -0.4, HGIII-sPLA2 inh 8, GC-B act -2 and ADAM10 inh -9.
Screening CC1CCC(NC(=O)CNC(=S)N2CC3CC(C2)c2cccc(=O)n2C3)CC1 (configuration not stated) returned ASAP1 GAP inh -3, ARFGAP1 inhibitor -2, Tn6 DDE FP -4, rCAG binder -4, GC-A act 1, FXN GAA850 act 1.4, proKLK7 act 0.2, HGIII-sPLA2 inh 3, GC-B act 1 and ADAM10 inh -5.
CC(=O)Nc1ccc(OC(=O)N(C)C)cc1 was read as ASAP1 GAP inh -4, ARFGAP1 inhibitor -2, Tn6 DDE FP 6, rCAG binder 3, GC-A act 1, FXN GAA850 act 2.0, proKLK7 act -0.3, HGIII-sPLA2 inh 3, GC-B act 0 and ADAM10 inh 1.
Fc1ccccc1CN1Cc2ccccc2-n2nncc2C1 was read as ASAP1 GAP inh 8, ARFGAP1 inhibitor -15, Tn6 DDE FP 8, rCAG binder 0, GC-A act 1, FXN GAA850 act -0.1, proKLK7 act 0.8, HGIII-sPLA2 inh 6, GC-B act 0 and ADAM10 inh -6.
`c1ccc(N2[C@@H]3CC[C@H]2c2ccncc2C3)cc1` gave ASAP1 GAP inh -7, ARFGAP1 inhibitor 4, Tn6 DDE FP 0, rCAG binder 0, GC-A act 1, proKLK7 act 0.5, HGIII-sPLA2 inh -6, GC-B act 0 and ADAM10 inh -4.
Screening C[C@]12CC[C@@H](O)CC1=CCC1C2CC[C@]2(C)C(=O)[C@H](F)CC12 (some centres not stated) returned ASAP1 GAP inh -1, ARFGAP1 inhibitor -2, Tn6 DDE FP -6, rCAG binder -2, GC-A act 2, FXN GAA850 act -0.7, proKLK7 act -0.2, HGIII-sPLA2 inh -1, GC-B act 2 and ADAM10 inh -2.
For CC(=O)CC(c1ccccc1[N+](=O)[O-])c1c(O)c2ccccc2oc1=O (configuration not stated) the results were ASAP1 GAP inh 8, ARFGAP1 inhibitor -4, Tn6 DDE FP 0, rCAG binder 0, GC-A act 1, FXN GAA850 act 0.2, proKLK7 act 0.5, HGIII-sPLA2 inh 3, GC-B act 3 and ADAM10 inh -6.
CC(C)CCC1(CCO)C(=O)NC(=S)NC1=O was read as ASAP1 GAP inh 6, ARFGAP1 inhibitor 17, Tn6 DDE FP 1, rCAG binder 1, GC-A act -2, FXN GAA850 act 0.0, proKLK7 act 0.1, HGIII-sPLA2 inh 12, GC-B act 3 and ADAM10 inh -4.
CS(=O)(=O)c1ccc(C2=C(CNC(=O)c3cccnc3)[C@H]3CC[C@@H](C2)N3Cc2ccccc2)cc1 was read as ASAP1 GAP inh 10, ARFGAP1 inhibitor 1, Tn6 DDE FP 1, rCAG binder 5, GC-A act 1, FXN GAA850 act -0.1, proKLK7 act 0.7, HGIII-sPLA2 inh 1, GC-B act -6 and ADAM10 inh -2.
CCOc1ccc(C2SCC(=O)Nc3c2c(=O)[nH]n3C2CCCCCC2)cc1 (configuration not stated) was read as ASAP1 GAP inh -7, ARFGAP1 inhibitor 1, Tn6 DDE FP -11, rCAG binder 2, GC-A act -3, FXN GAA850 act -1.1, proKLK7 act -0.3, HGIII-sPLA2 inh -2, GC-B act -3 and ADAM10 inh 10.
For COc1ccc(NC2Oc3cc4c(cc3C(c3cc(OC)c(OC)c(OC)c3)C2C)OCO4)cc1 (configuration not stated) the results were ASAP1 GAP inh 6, ARFGAP1 inhibitor 0, Tn6 DDE FP -3, rCAG binder 1, GC-A act -5, FXN GAA850 act -1.7, proKLK7 act 0.9, HGIII-sPLA2 inh 12, GC-B act -1 and ADAM10 inh -17.
For O=C1CN(C(=O)CN2CCCCC2)C(c2ccccc2)c2cc(Br)ccc2N1 (configuration not stated) the results were ASAP1 GAP inh -2, ARFGAP1 inhibitor -8, Tn6 DDE FP -3, rCAG binder -5, GC-A act -39, FXN GAA850 act 1.8, proKLK7 act 0.3, HGIII-sPLA2 inh 3, GC-B act -14 and ADAM10 inh 1.
CC(=O)C1CCC2C3CCC4CC(O)CCC4(C)C3C(O)CC12C (configuration not stated) was read as ASAP1 GAP inh 8, ARFGAP1 inhibitor -3, Tn6 DDE FP 3, rCAG binder -1, GC-A act 1, FXN GAA850 act 0.0, proKLK7 act 0.2, HGIII-sPLA2 inh -6, GC-B act 2 and ADAM10 inh 0.
CCCCn1nnnc1C(c1cccs1)N1CCC2(CC1)C(=O)NCN2c1ccccc1 (configuration not stated) was read as ASAP1 GAP inh -9, ARFGAP1 inhibitor -10, Tn6 DDE FP 1, rCAG binder 4, GC-A act -10, proKLK7 act 0.1, HGIII-sPLA2 inh -10, GC-B act -6 and ADAM10 inh -4.
Screening O=C(CCc1ccccc1)N1Cc2cc(-c3ccccc3)ccc2-n2nncc2C1 returned ASAP1 GAP inh 9, ARFGAP1 inhibitor -15, Tn6 DDE FP -3, rCAG binder 4, GC-A act 1, proKLK7 act 0.2, HGIII-sPLA2 inh -3, GC-B act -1 and ADAM10 inh 0.
CN(c1ccc(OCC(=O)N2CCN(C/C=C/c3ccccc3)CC2)cc1)S(=O)(=O)c1cccs1 was read as ASAP1 GAP inh -12, ARFGAP1 inhibitor 27*, Tn6 DDE FP 4, rCAG binder -1, GC-A act -1, FXN GAA850 act -2.0, proKLK7 act 0.4, HGIII-sPLA2 inh -20, GC-B act 1 and ADAM10 inh 12.
Screening CCOc1ccc(CC2C(=O)NC(=O)N(c3ccc(CC)cc3)C2=O)cc1 (configuration not stated) returned ASAP1 GAP inh 5, ARFGAP1 inhibitor -3, Tn6 DDE FP -4, rCAG binder 8, GC-A act -9, FXN GAA850 act 1.8, proKLK7 act 0.0, HGIII-sPLA2 inh 0, GC-B act -2 and ADAM10 inh 2.

Source: PubChem

These rows are one share of the data; the hit share may differ from the screen's.
